Bioassay records as filed in PubChem BioAssay.
14-3-3g Raf: modulators of human 14-3-3 gamma - Raf peptide interaction; FP, 14-3-3gamma / TMR-pS259-Raf peptide binding; P61981; inhibition, % at 40 µM; actives 0.19% (n = 160,000); in the data active means inhibition above about 30%;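 further: 0% = protein plus tracer without compound and 100% = blank with tracer alone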
Target sequence (P61981 whole entry, looked up): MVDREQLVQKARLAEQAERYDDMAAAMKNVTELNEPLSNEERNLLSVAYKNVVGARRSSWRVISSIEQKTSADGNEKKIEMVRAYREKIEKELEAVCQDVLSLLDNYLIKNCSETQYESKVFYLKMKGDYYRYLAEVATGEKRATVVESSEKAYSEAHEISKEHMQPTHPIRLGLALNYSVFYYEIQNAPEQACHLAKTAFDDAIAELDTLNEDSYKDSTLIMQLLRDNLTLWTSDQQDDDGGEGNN
An asterisk follows results filed as active; & = joins results of further samples. An excerpt; rates above refer to the full screens.

14-3-3g Raf | Molecule
-3 | COc1ccc(NC(=O)C2CCCNC2)cc1OCC(C)C (stereo not given)
12 | CC(=O)N(C)c1ccc(Nc2c(C)cc(C)cc2C)c2c1C(=O)c1ccccc1C2=O
-4 | CN1CC2CCCC3(C1)C(=O)NC1(CCCCC1)N=C23 (stereo not given)
-1&-10 | N#Cc1c2c(c(N3CCN(CCO)CC3)n3c1nc1ccccc13)CCCC2
-1 | O=C(O)CSc1nnc(-c2ccccc2)o1
-8 | c1ccc(-c2nc3ccccc3o2)nc1
-12 | O=C(NCCc1c[nH]c2ccccc12)c1ccc(S(=O)(=O)NCc2ccco2)cc1
-1 | CN(c1ccccc1)C(c1ccc(F)cc1)c1nnnn1CC1CCCO1 (stereo not given)
-7 | CCn1c(=O)c(C(=O)CN2CC(C)OC(C)C2)c(N)n(Cc2ccccc2)c1=O (stereo not given)
-18 | CC1=C(NCCc2ccccc2)CCC1=O
-5 | COc1ccc(-c2nnc(SCC(=O)N3CCCc4ccccc43)o2)cc1OC
1 | O=C(NCCc1ccccc1)C1CCCN(S(=O)(=O)c2cnc[nH]2)C1 (stereo not given)
-37 | O=C(Nc1ccc2c(c1)C(=O)c1ccccc1C2=O)c1ccc(S(=O)(=O)N2CCc3ccccc32)cc1
2 | O=c1c2ccccc2c2ccccc2c(=O)n1Cc1ccccn1
3 | OCC=C[n+]1ccccc1
-7 | COc1ccc(N=C2SC(C(=O)NCCc3ccc(S(N)(=O)=O)cc3)CC(=O)N2C)cc1 (stereo not given)
-133 | COc1cc(Cl)c(C)cc1NC(=O)c1cc2c(=O)[nH]c3ccccc3c2s1
6 | N#Cc1c(NC(=O)c2cc3n(n2)C(C(F)(F)F)CC(c2ccc4c(c2)OCO4)N3)sc2c1CCCC2 (stereo not given)
4 | CCOC(=O)c1[nH]c2ccccc2c1NC(=O)c1ccc(F)cc1
0 | CCn1cc(SCC(N)=O)c2ccccc21
-3 | COc1ccccc1-n1cc(-c2ccc(Br)cc2)[nH]c1=S
-9 | CC(C)(C)NC(=O)C(Cc1ccccc1)NS(=O)(=O)c1cccc2nsnc12 (stereo not given)
4 | Cc1ccccc1-n1nc2c(c1NC(=O)C1CCCC1)CSC2
-5 | O=C(NCc1cccnc1)c1cc(=O)[nH]c2ccc(S(=O)(=O)N3CCCCCC3)cc12
-12 | COc1ccc(C2=CC(c3ccc(Cl)cc3)n3nnnc3N2)cc1 (stereo not given)

Filtered by structure: the entries above containing an aryl thioether with sulfur outside any ring
14-3-3g Raf | Molecule
-1 | O=C(O)CSc1nnc(-c2ccccc2)o1
-5 | COc1ccc(-c2nnc(SCC(=O)N3CCCc4ccccc43)o2)cc1OC
0 | CCn1cc(SCC(N)=O)c2ccccc21

Additional compounds.
14-3-3g Raf | Molecule
0&-4 | Cc1ccc2cccc(O)c2[n+]1[O-]
2 | CCCCCn1c(CN2CCN(c3cccc(Cl)c3)CC2)nc2c1c(=O)n(C)c(=O)n2C
-21 | Cc1ccc(N2CC(C(=O)Nc3ccc(S(=O)(=O)N4CCOCC4)cc3)CC2=O)cc1 (stereo not given)
-8 | Nc1nnc(-c2ccccc2)s1
3 | O=C1CCCN1CCCNc1ccc(S(=O)(=O)N2CCCCC2)cn1
-4 | Cc1ccc(CNC(=O)CCSCc2ccccc2Cl)cc1
1 | CSc1nc2ccc(NC(=O)c3ccc(N(C)C)cc3)cc2s1
4 | O=C(CSc1nnc(-c2cccnc2)n1CCc1ccccc1)N1CCCCC1
-5 | Cc1ccc(-c2nc(S(=O)(=O)c3ccc(C)cc3)c(NCc3ccco3)o2)cc1
-9 | O=C(COc1ccc(Br)cc1)Nc1ccc(-c2nnc(-c3ccco3)o2)cc1
-7 | CC(=O)Nc1cccc(NC(=O)CCCC(=O)O)c1
6 | CC1CCCN(c2c3c(nc4ccccc24)CCCC3)C1 (stereo not given)
8 | Cc1ccc(-c2csc3ncn(CC(=O)c4ccc(Br)cc4)c(=O)c23)cc1
11 | Cc1cc(C)nc(NS(=O)(=O)c2ccc(NC(=O)c3ccccc3I)cc2)n1
-6 | Cc1oc2ccc(OCC(N)=O)cc2c1C(=O)OC(C)C
-4 | COc1ccc(NC(=O)Cn2cnc3c(cnn3-c3ccc(C)c(C)c3)c2=O)c(OC)c1
-8 | CCOc1ccc(C(=O)Nc2cccc(C(=O)Nc3cccc4ccccc34)c2)cc1Br
4 | Cc1ccc(CN2CCCC(C(=O)N3CCCCCC3)C2)cc1 (stereo not given)
-11 | O=C(Oc1ccc2oc(=O)sc2c1)c1ccccc1Cl
-5 | CCCNC(=O)CCC(NS(=O)(=O)c1ccc(C)cc1)C(=O)NCCC (stereo not given)
-29 | O=S(=O)(c1ccc(-c2csc(-c3cccnc3)n2)cc1)N1CCOCC1
-1 | Cc1ccc(-c2csc3ncn(Cc4ccc(C(C)(C)C)cc4)c(=O)c23)cc1
3 | Cc1ccc(S(=O)(=O)N2CCSC2c2ccc(Cl)cc2)cc1[N+](=O)[O-] (stereo not given)
-6 | CCN1CCN(CC(=O)Nc2ccc(C)cc2C)C(=O)C1=O
-11 | COc1ccc(CCNC(=O)CSc2nc(C)nc3c2oc2ccccc23)cc1OC
-2 | CC(=O)C(Sc1ccc2nnc(-c3ccncc3)n2n1)C(C)=O
-3 | O=C1CCCN2N=C(SCc3cccc(C(F)(F)F)c3)SC2=N1
-9 | Cc1cc(C)n2c(Nc3c(C)cccc3C)c(-c3cccs3)nc2n1
4 | COc1cccc(-n2nnc3c(=O)n(Cc4c(F)cccc4Cl)cnc32)c1
-3 | CCC1(C)CC(=O)NC1=O (stereo not given)
-3 | COC(=O)C1=C(C)NC(=O)C1(NC(=O)c1cccnc1)C(F)(F)F (stereo not given)
-9 | COc1cc(OC)c(-c2nnc(-c3ccc(OC)c(OC)c3OC)o2)cc1OC
-1 | O=C(NC(Cc1c[nH]c2ccccc12)c1nnc2n1CCCCC2)c1cccs1 (stereo not given)
-18 | O=C(CN1C(=O)NC2(CCc3ccccc32)C1=O)c1ccc2c(c1)OCCO2 (stereo not given)
5 | COC(=O)c1c(C)oc2cc(Br)c(OCc3ccccc3Cl)cc12
-3 | COc1ccc(C2NC(=O)NC(C)=C2C(=O)OCc2ccc3c(c2)OCO3)cc1OC (stereo not given)
-29 | CS(=O)(=O)c1ccc2nc(NC(=O)COc3ccc(Cl)cc3)sc2c1
-2 | COc1cccc2c1OC1(C)CC2NC(=O)N1c1cccc(C(=O)N2CCN(c3cc(Cl)ccc3C)CC2)c1 (stereo not given)
1 | O=C(C1CCN(S(=O)(=O)c2ccc3ccccc3c2)CC1)N1CCN(c2ncccn2)CC1
-2 | CCCCNC(=O)c1cc2c(=O)n3cccc(C)c3nc2n1C
1 | Cc1csc2nc(CNS(=O)(=O)c3ccc(-c4ccccc4)cc3)cn12
3 | COC(=O)C1=C(C)Nc2nnnn2C1c1ccc(Br)cc1 (stereo not given)
-20 | C=CCn1c(SCCC(=O)Nc2ccc(S(N)(=O)=O)cc2)nc2sc3c(c2c1=O)CCCC3
-6 | CSc1nn(CCc2ccncc2)c(=S)s1
-7 | Cc1cc(OCC(=O)Nc2nc(-c3ccccc3)cs2)ccc1Cl
-4 | CCOC(=O)CS(=O)(=O)c1ccc2ccccc2c1
-4 | c1ccc(CCc2nn3c(Cn4cnc5ccccc54)nnc3s2)cc1
-2 | c1cnc(Oc2ccc3oc4ccccc4c3c2)nc1
3 | CC(NC(=O)CCn1c(=S)oc2ccccc21)c1ccccc1 (stereo not given)
-15 | COC(=O)C1=CN(C)C=C(C(=O)OC)C1c1ccc(O)cc1

The list goes on:
14-3-3g Raf | Molecule
1 | O=C(Cn1c(=O)n(Cc2ccc3c(c2)OCO3)c(=O)c2ccccc21)Nc1ccccc1[N+](=O)[O-]
-2 | COC(=O)c1sc(S(=O)(=O)N2CCOCC2)c(C(=O)OC)c1C
-3 | CCCOc1ccc(C2C(=O)N(C3CCCCC3)CC(=O)N2Cc2ccco2)cc1OC (stereo not given)
-5 | CCCCCCn1c(SCCN2CCOCC2)nc2c1c(=O)[nH]c(=O)n2C
-2 | CCc1cccc(C)c1NC(=O)C(C)N1C(=O)c2ccccc2C1=O (stereo not given)
12 | CC(=O)N1CCc2cc(S(=O)(=O)CCC(=O)Nc3ccc(C)cc3C)ccc21
3&5 | C=CCN=C1CC(C)(C)CC(=O)/C1=C(/O)CCC(=O)OC
-3 | COc1ccc(NC(=O)Cc2cccs2)c(OC)c1
-2 | O=C(Nc1cccc(Br)c1)c1ccc(S(=O)(=O)N2CCc3ccccc3C2)cc1
-15 | O=C(CCn1c(=O)oc2ccccc21)NCc1cccs1
-1 | COC(=O)[C@@H](NC(=O)Nc1ccc2c(c1)OCCO2)C(C)C
-6 | CCCc1cc(C(=O)NCc2ccco2)no1
-6 | Cc1ccc(-c2noc(CCC(=O)N(C)c3ccc(Br)cc3)n2)cc1
-8 | CC(C)c1ccc(NC(=O)C(c2ccccc2)N(C)C(=O)c2ccc(=O)[nH]c2)cc1 (stereo not given)
-15 | O=C(Nc1nc(-c2ccco2)cs1)c1ccccc1
-1 | CC(=O)Nc1ccccc1OCC(=O)c1cc(C)n(Cc2cccs2)c1C
-2 | CC1OC2C(OC1C)N(S(C)(=O)=O)CCN2S(C)(=O)=O (stereo not given)
1 | Cc1ccc(-n2nc(C)c3c2OC(N)=C(C#N)C3c2ccc(F)cc2)cc1 (stereo not given)
-3 | Cc1cc(OCC(=O)Nc2cccc([N+](=O)[O-])c2)cc(C)c1Cl
-5 | CCCn1c2ccc(Br)cc2c2nc3cc(OCC)c(OCC)cc3nc21
-8 | O=C(CSc1ccccn1)Nc1ccc(Br)cn1
-14 | CC(=O)Oc1ccc2nc(CN3C(=O)c4ccccc4C3=O)oc(=O)c2c1
-4 | O=C(Nc1ccccc1C(=O)Nc1ccccc1Cl)c1ccccc1Cl
-4 | Cc1cc(N)n2nc(-c3ccccc3)cc2n1
-4 | Cc1c(Cl)c([N+](=O)[O-])nn1CCCC(=O)Nc1sc2c(c1C#N)CCC(C)C2 (stereo not given)

In the list so far, these have a cyano group.
14-3-3g Raf | Molecule
-1&-10 | N#Cc1c2c(c(N3CCN(CCO)CC3)n3c1nc1ccccc13)CCCC2
6 | N#Cc1c(NC(=O)c2cc3n(n2)C(C(F)(F)F)CC(c2ccc4c(c2)OCO4)N3)sc2c1CCCC2 (stereo not given)
1 | Cc1ccc(-n2nc(C)c3c2OC(N)=C(C#N)C3c2ccc(F)cc2)cc1 (stereo not given)
-4 | Cc1c(Cl)c([N+](=O)[O-])nn1CCCC(=O)Nc1sc2c(c1C#N)CCC(C)C2 (stereo not given)

Remaining list, next part:
14-3-3g Raf | Molecule
0 | CC1(C)CC(=O)C2=C(C1)Oc1ncn(CCCn3ccnc3)c(=N)c1C2c1ccccc1 (stereo not given)
-2 | COc1ccc(C2=NN(CC(=O)NC3CCCCC3C)C(=O)CC2)cc1 (stereo not given)
-2 | COc1ccc(OC(=O)c2ccc3snnc3c2)cc1
3 | COc1cc(C(=O)Nc2cc(C)ccn2)cc(OC)c1OC
-5 | O=C(CSc1ncccn1)NCc1ccccc1
-14 | O=C(CN1CCN(Cc2ccccc2F)C1=O)NC1CCCCCCC1
0 | O=C(CN1C(=O)C2CC=CCC2C1=O)Nc1ccc(-c2nnc3n2CCCCC3)cc1 (stereo not given)
1&-2 | CC1CCC(NC(=O)C2c3ccccc3C(=O)N2CCCN2CCOCC2)CC1 (stereo not given)
-13 | O=C(COc1ccccc1)Nc1ccc(S(=O)(=O)N2CCCC2)cc1
0 | O=C(NC1CCCC1)c1ccc(Cn2c(=O)c3ccccc3n(Cc3ccc([N+](=O)[O-])cc3)c2=O)cc1
-6 | CCCc1nc2oc3c(NCC4CCCO4)ncnc3c2c2c1COC(C)(C)C2 (stereo not given)
-6 | CC(C)(C)c1ccc(-c2nc(Cc3ccc(Cl)cc3)no2)cc1
-34 | COc1ccccc1C(=O)N1N=C(c2ccc(NS(C)(=O)=O)cc2)CC1c1cccs1 (stereo not given)
1 | NC(=O)c1oc2ccc(Cl)cc2c1N
-12 | Cc1cccn2c(=O)c3cc(C(=O)NCCCn4ccnc4)sc3nc12
5 | O=C(NC(C(=O)c1ccccc1)n1ccc(=O)[nH]c1=O)c1ccccc1 (stereo not given)
-2 | COC(=O)C1=C(C)NC2=C(C(=O)CCC2)C1c1ccc(Br)s1 (stereo not given)
-6&-8 | COc1cccc(NC(=O)CSc2nc(N)cc(N)n2)c1
0 | CC(C)CN(CC(C)C)S(=O)(=O)N1CCC(C(=O)NCc2ccccn2)CC1
-4 | CC(=O)N1CCc2cc(S(=O)(=O)NC(C(=O)Nc3ccccn3)C(C)C)ccc21 (stereo not given)
4 | CC(C)(C)C(=O)CC(=O)Nc1ccc(Cl)c([N+](=O)[O-])c1
0 | CC(C)(C)NC(=O)/C=N/O
-5 | Cc1ccccc1NC(=O)CCC(=O)OCCCC(F)(F)C(F)(F)F
-2 | CC1(C)CC(=O)C(C=NCCN2CCNC2=O)=C(O)C1
0 | Cn1c(=NC(=O)C2CCN(S(=O)(=O)c3cccs3)CC2)sc2ccccc21
-9 | CCOc1ccc(C2Nc3ccc(C(=O)c4ccccc4)cc3NC3=C2C(=O)CC(C)(C)C3)cc1 (stereo not given)
-7 | OC(c1ccc(Cl)cc1Cl)C(Cc1cccnc1)n1cncn1 (stereo not given)
2 | Cc1cc(C(F)(F)F)nn1-c1nc(-c2ccccc2)cc(C(F)(F)F)n1
-19 | CCOc1ccc(N2C(=O)C3C(c4ccc(F)cc4)OC4(C(=O)c5ccccc5C4=O)C3C2=O)cc1 (stereo not given)
-14 | O=C(c1ccco1)N1CCN(CC(=O)N2CCn3c4c(c5cc(C6CCCCC6)ccc53)CCCC42)CC1 (stereo not given)

Some of these compounds in order of their number in 14-3-3g Raf, smallest number first:
14-3-3g Raf | Molecule
-19 | CCOc1ccc(N2C(=O)C3C(c4ccc(F)cc4)OC4(C(=O)c5ccccc5C4=O)C3C2=O)cc1 (stereo not given)
-14 | O=C(c1ccco1)N1CCN(CC(=O)N2CCn3c4c(c5cc(C6CCCCC6)ccc53)CCCC42)CC1 (stereo not given)
-7 | OC(c1ccc(Cl)cc1Cl)C(Cc1cccnc1)n1cncn1 (stereo not given)
